From PubChem
TNAP inh noacc: human TNAP enzyme inhibitors, primary screen, biochemical, luminescent, no phosphate acceptor, uHTS; purified TNAP, CDP-star luminescence, 30 min; 200,000 tested, 0.26% active; inhibition, % at 20 µM; Alkaline phosphatase, tissue-nonspecific isozyme (Homo sapiens), P05186; AID 1012, 2008;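 active = tissue-nonspecific alkaline phosphatase inhibition above about 50% at 20 µM in the single-dose screen, limit read from the data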;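 note: 0% = DMSO negative control and 100% = EDTA positive control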
Target sequence (P05186 whole entry, looked up): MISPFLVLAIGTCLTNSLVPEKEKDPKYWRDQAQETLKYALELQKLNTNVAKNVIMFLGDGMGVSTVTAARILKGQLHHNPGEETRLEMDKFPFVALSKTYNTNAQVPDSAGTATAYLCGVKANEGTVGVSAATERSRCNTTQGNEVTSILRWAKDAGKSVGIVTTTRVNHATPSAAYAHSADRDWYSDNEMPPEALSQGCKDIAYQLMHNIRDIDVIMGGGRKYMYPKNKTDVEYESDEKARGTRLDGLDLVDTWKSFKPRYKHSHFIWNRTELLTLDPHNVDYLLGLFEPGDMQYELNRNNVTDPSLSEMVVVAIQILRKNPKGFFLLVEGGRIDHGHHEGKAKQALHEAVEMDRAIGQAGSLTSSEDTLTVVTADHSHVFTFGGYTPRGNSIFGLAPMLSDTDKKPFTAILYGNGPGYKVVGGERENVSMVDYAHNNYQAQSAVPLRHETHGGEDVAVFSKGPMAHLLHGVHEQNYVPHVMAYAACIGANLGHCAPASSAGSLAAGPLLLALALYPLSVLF
G6PDH CS: L. mesenteroides G6PDH inhibitors, counter-screen for G6PDH-coupled screening assays, biochemical, Leuconostoc mesenteroides enzyme | inhibition, % at 5 µM | Purified L. mesenteroides G6PDH, diaphorase/resazurin coupled fluorescence, 45 min | glucose-6-phosphate dehydrogenase [Leuconostoc mesenteroides] | 200,000 tested, 0.12% active; in the data active = inhibition above about 50%
TNAP inh hi DEA: human TNAP enzyme inhibitors, primary screen, biochemical, luminescent, high phosphate acceptor level, uHTS; Alkaline phosphatase, tissue-nonspecific isozyme (Homo sapiens), P05186; purified TNAP, CDP-star luminescence, 1 M DEA; inhibition, % at 20 µM; 200,000 tested, 0.03% active;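 active = over 50% inhibition of tissue-nonspecific alkaline phosphatase at 20 µM in the single-dose screen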;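 note: plate controls were DMSO wells for no effect and EDTA-quenched wells as full inhibition for full effect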
PMI act satM6P: human PMI activators, high substrate, primary screen, biochemical, fluorescence intensity, near-saturating mannose 6-phosphate. AID 1216, 2008. 190,000 tested, 0.34% active. activation factor at 20 µM. coupled PMI enzyme assay, resazurin fluorescence, 20 min; active compounds read high; 1 = untreated enzyme, 0 = substrate-free blank;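 active = activation factor of 2 or more at 20 µM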
Target sequence (P34949 whole entry, looked up): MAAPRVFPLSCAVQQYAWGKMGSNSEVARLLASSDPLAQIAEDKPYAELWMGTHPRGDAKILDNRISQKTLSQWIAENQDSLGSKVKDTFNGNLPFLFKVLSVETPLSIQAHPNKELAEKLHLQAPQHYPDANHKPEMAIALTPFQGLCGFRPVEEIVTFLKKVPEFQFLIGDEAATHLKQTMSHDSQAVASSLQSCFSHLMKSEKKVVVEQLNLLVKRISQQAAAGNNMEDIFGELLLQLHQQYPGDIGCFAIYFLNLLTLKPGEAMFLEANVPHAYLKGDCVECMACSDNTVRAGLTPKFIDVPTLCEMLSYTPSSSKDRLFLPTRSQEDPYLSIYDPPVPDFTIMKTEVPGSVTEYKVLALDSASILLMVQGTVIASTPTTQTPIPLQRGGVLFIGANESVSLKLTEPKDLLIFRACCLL
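test system = human PMI in coupled enzyme assay | medium = HEPES-buffered pH 7.4 with magnesium and detergent | also added = 1.0 mM mannose-6-phosphate substrate with 0.22 mM NADP+ | compound = 20 µM single dose | times = 20 min incubation at room temperature | measured by = resorufin fluorescence (Ex 544/Em 590 nm) from resazurin via diaphorase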
HMGR II inh: inhibitors of E. faecalis class II HMGR, primary screen, biochemical, Enterococcus faecalis. 190,000 tested, 0.41% active. purified E. faecalis HMGR, NADPH absorbance 340 nm kinetic. inhibition, % at 10 µM. AID 1066, 2008;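 active = inhibition above a set limit, the median over all tested compounds plus 3 SD, cut at about 9.5% in these data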;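 note: enzyme runs in reverse so mevalonate oxidation gives rising NADPH absorbance; 0% = complete reaction with DMSO and 100% = background rate lacking mevalonate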
Diaph inh CS: diaphorase inhibitors and chemical oxidizers, primary screen, counter-screen for diaphorase-coupled primary assays, biochemical, uHTS, resorufin fluorescence; diaphorase resazurin-to-resorufin fluorescence, NADH, 16 min; bacterial (C. kluyveri) enzyme, not human; inhibition, % at 20 µM; 190,000 tested, 0.69% active;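 active = primary screen inhibition at 20 µM above a set limit, cut at about 50% in these data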;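 note: plate controls were DMSO with full reaction for no effect and wells lacking NADH for full effect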
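System: Bacterial diaphorase enzyme (C. kluyveri) | Incubation: 16-min room-temperature incubation before reading | Benchmarks: No-NADH positive control and DMSO neutral control | Measured by: Resorufin fluorescence 544/590 nm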
PMI activator: activators of human PMI, primary screen, biochemical, fluorescence intensity, near-Km mannose 6-phosphate | Mannose-6-phosphate isomerase (Homo sapiens), P34949 | purified human PMI, coupled resazurin fluorescence, 20 min; active compounds read high; 1 = vehicle control, 0 substrate-free wells | activation factor at 20 µM | 190,000 tested, 0.005% active | AID 1214, 2008;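 active = activation factor of 2 or more at 20 µM, relative to plate controls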
FLuc act counter: FLuc activators, initial screening, artefact control for FLuc-dependent activation tests, biochemical, ATPlite luminescence; Luciferin 4-monooxygenase (Photinus pyralis), P08659; ATPlite luciferase biochemical, 10 min; 0 = ATP-free wells, 1 = DMSO control; activation factor at 10 µM; 200,000 tested, under 10 active; AID 1027, 2008;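 active = luciferase activation factor, scaled between plate controls, of at least 2 with compound at 10 µM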
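Material: Luciferase/luciferin reagent mix; Doses: test compounds dosed from 2 mM stocks in 100% DMSO; Schedule: 10 min incubation after luciferase reagent addition, room temperature; Measured by: luminescence from luciferase reaction; Read-out: luminescence gain marking luciferase activators.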
Diaphorase act: compounds boosting diaphorase resazurin reduction – biochemical, uHTS, resorufin fluorescence, counter-screen for diaphorase-coupled primary assays, primary screen. Diaphorase/resazurin coupled assay, 16 min; active compounds read high; 1 = vehicle wells, 0 = NADH-free wells. activation factor at 20 µM. 190,000 tested, 0.005% active. AID 1229, 2008;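 active = diaphorase activity raised at least twofold by the compound at 20 µM; inactive = activation factor below 2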
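Assay system: bacterial diaphorase enzyme (C. kluyveri) / Input: enzyme 0.07 U/mL final / Medium: 50 mM HEPES pH 7.4 with 4.542 mM MgCl2, 0.005% Tween 20 / Doses: single compound dose of 20 µM, 1% DMSO final / Incubation: 16 min enzyme reaction, ambient temperature / Signal: fluorescence, excitation 544 nm and emission 590 nm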
TNAP act hiacc: TNAP activators at high phosphate acceptor level, primary screen, biochemical, luminescence, uHTS | Alkaline phosphatase, tissue-nonspecific isozyme (Homo sapiens), P05186 | purified TNAP, CDP-star luminescence, 1 M DEA, 30 min; active compounds read high; 0 = EDTA background, 1 = DMSO-only activity | activation factor at 20 µM | 200,000 tested, under 10 active;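 active = activation factor at least 2 at 20 µM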
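Test system – human TNAP · Doses – 20 µM single point · Incubation – 30 min, room temperature · Signal – luminescent substrate turnover signal · Read-out basis – activation factor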
* hit, by the source's call. The order is random, and some 1.7% of all compounds hit somewhere here.

Fields: Diaph inh CS, PMI activator, G6PDH CS, TNAP act hiacc, Diaphorase act, HMGR II inh, TNAP inh noacc, PMI act satM6P, FLuc act counter, TNAP inh hi DEA
O=S(=O)(NCC(c1cccnc1)N1CCN(c2ccccc2F)CC1)c1cccs1 (stereo not drawn)
  15.1, 0.8, -4.4, 1, 0.8, -6.4, 1.5, 0.9, 1.1, -1.6
COCC(C)NCc1cccc(C)c1 (stereo not drawn)
  13.3, 1, -1.7, 1.1, 0.9, 2.8, -13.1, 1, 1.1, -5.1
CCOc1ccccc1CNC(=O)C1CCN(c2nc3ccccc3o2)CC1
  15.0, 0.9, 12.6, 1, 0.8, -1.8, -5.5, 0.9, 1, -1.9
Cc1nc2cc(NC(=O)CSc3nc4c(C)cccc4cc3C#N)ccc2s1
  11.6, 1, 4.1, 1.1, 0.9, -2.2, -10.7, 0.9, 1.1, -7.7
Cc1cc[n+](-c2[nH]c(=O)sc2/C=N/N=C(\[O-])c2ccccc2)cc1C
  -7.0, 1, 10.8, 1, 1.1, 2.5, -22.1, 1, 1, 3.5
COc1ccc(NS(=O)(=O)c2ccc(N3CCOCC3)c(NC(=O)C(C)C)c2)cc1
  4.8, 1.2, 6.8, 1, 1, -4.3, -1.6, 1, 1.1, -1.7
O=C1OCCC1Sc1nc2ccccc2s1 (stereo not drawn)
  7.8, 1, -1.9, 1, 0.9, -4.7, -3.7, 1, 1.1, -3.4
CC(Oc1ccccc1F)C(=O)Nc1ccc2ccccc2c1 (stereo not drawn)
  14.2, 0.9, 5.2, 1, 0.9, -4.3, -5.4, 0.9, 1, -2.1
CCC(Sc1nc(-c2cccc(OC)c2)c(C#N)c(=O)[nH]1)C(=O)Nc1nnc(C(C)C)s1 (stereo not drawn)
  10.2, 0.9, -0.1, 1, 0.9, 3.1, -5.3, 1, 1, 1.4
COC(=O)c1ccc(NC(=O)C(=O)N2CCN(C(=S)Nc3ccc(C)cc3)CC2)cc1
  7.2, 0.9, -18.6, 1, 0.9, 1.9, -8.9, 1, 1, 2.2

(cont.)
Fields: Diaph inh CS, PMI activator, G6PDH CS, TNAP act hiacc, Diaphorase act, HMGR II inh, TNAP inh noacc, PMI act satM6P, FLuc act counter, TNAP inh hi DEA
COCCCn1c(=O)/c(=C\c2ccccc2OC(F)F)s/c1=C(/C#N)C(=O)NC(C)C
  16.8, 0.8, -11.7, 0.9, 0.8, -1.8, -1.0, 0.9, 1, 6.0
FC(F)(F)c1cc(-c2ccc3c(c2)OCO3)nc(NCc2ccco2)n1
  29.7, 0.8, -0.1, 1.1, 0.7, 1.5, -8.0, 1, 1, -5.2
CC(=O)Oc1ccc(N2C(=O)CC(N3CCOCC3)C2=O)cc1 (stereo not drawn)
  16.3, 1.1, 15.5, 1.1, 0.8, 6.6, -13.2, 1, 1.1, -10.8
Cc1noc(C(=O)Nc2sc3c(c2C#N)CCC3)c1Cl
  24.1, 0.9, 6.8, 1, 0.8, -3.7, -18.9, 0.8, 0.7, -3.4
CCC(=O)Nc1cc(OC)cc(OC)c1
  -0.5, 1, -0.7, 1, 1, -2.4, -17.6, 1, 1.1, -4.0
CCOc1ccc(C(C)=O)cc1COc1ccc(-n2cnnn2)cc1
  8.0, 0.9, 2.4, 1, 0.9, -1.2, -8.7, 1, 1.1, -2.0
CCOc1cc(CNCCCN2CCOCC2)ccc1OCC(=O)Nc1cccc2ccccc12
  6.5, 1.1, 7.8, 1.1, 0.9, -1.6, -1.3, 1.1, 1.1, -9.8
C#CCSc1nncn1C(=O)/C=C/c1ccccc1
  12.5, 0.9, -3.4, 1, 0.9, 4.0, -4.2, 1, 1, -2.7
CCC(C)NC(=O)C1c2ccccc2C(=O)N1Cc1ccc(OC)cc1OC (stereo not drawn)
  10.6, 0.9, 11.1, 1, 0.9, -7.6, -10.2, 1, 1, -1.6
Cc1ncsc1CCC(=O)N1CCCC(C(=O)c2ccc3c(c2)OCO3)C1 (stereo not drawn)
  9.3, 0.9, 11.8, 1, 0.9, -1.2, 0.4, 0.9, 1, 0.4

(listing goes on)
Fields: Diaph inh CS, PMI activator, G6PDH CS, TNAP act hiacc, Diaphorase act, HMGR II inh, TNAP inh noacc, PMI act satM6P, FLuc act counter, TNAP inh hi DEA
CCCCC1=NN(C(=O)c2cocc2C)C(O)(C(F)(F)F)C1 (stereo not drawn)
  -3.7, 1, 7.6, 1, 1, -13.6, 1.2, 1.1, 1.1, 1.2
O=C(c1ccc(Cn2cc(Cl)cn2)cc1)N1CCN(c2ccccc2)CC1
  8.2, 0.9, 9.9, 1, 0.9, -1.2, 2.7, 1.1, 1.1, 1.9
CCc1nnc(NC(=O)CN2C(=O)c3ccccc3S2(=O)=O)s1
  22.7, 1, 2.2, 1.1, 0.8, 0.4, -17.9, 1, 1, -7.8
COc1ccc(NC(=S)N2CCCC2c2ccc(OC)c(OC)c2)cc1 (stereo not drawn)
  16.1, 0.9, 5.2, 1, 0.8, -1.4, 6.4, 0.9, 1.1, 0.4
O=C1CCCC(=O)N1c1ccc(NCCOCCO)c([N+](=O)[O-])c1
  13.5, 0.9, 7.3, 0.8, 0.9, 1.1, 11.6, 0.9, 1, 18.9
O=C(CSc1ccc(Cl)cc1)Nc1ccc(N2CCN(C(=O)c3ccc(Cl)cc3)CC2)cc1
  12.4, 0.9, -5.9, 1.1, 0.9, -1.1, -14.4, 0.9, 1.1, -5.0
O=S(=O)(NC1=NCCCCC1)c1ccc(Cl)cc1
  2.5, 1.1, 2.6, 1, 1, -2.0, -10.7, 1.1, 1, -3.3
COC(=O)c1cn[nH]c1NC(=S)Nc1ccc(C)cc1Cl
  23.1, 0.7, -1.6, 1, 0.8, -4.9, 0.3, 0.9, 0.5, 2.3
CCn1nc(C)c(/C=N/NC(=O)c2ccoc2C)c1C
  2.7, 1, 6.2, 1, 1, -9.3, -8.5, 0.9, 0.7, -3.2
CCOC(=O)C1=C(C)N=c2s/c(=C/c3ccccc3)c(=O)n2C1c1ccc(OC)c(OC)c1 (stereo not drawn)
  18.0, 0.9, 11.3, 1, 0.8, 1.1, 3.9, 0.9, 1.1, -3.8

Next entries
Fields: Diaph inh CS, PMI activator, G6PDH CS, TNAP act hiacc, Diaphorase act, HMGR II inh, TNAP inh noacc, PMI act satM6P, FLuc act counter, TNAP inh hi DEA
CCCCOC(=O)/C(=C\c1ccc([N+](=O)[O-])o1)NC(=O)c1ccccc1
  6.2, 1.3, 7.7, 1, 0.9, 2.9, -1.0, 1.2, 1.1, 3.9
COc1ccc(NC(=O)CN(Cc2ccccc2)S(C)(=O)=O)cc1
  6.8, 0.9, 1.1, 1, 0.9, -7.7, -7.7, 1, 1, -0.7
COc1cccc(CC2(CO)CCN(C(=O)NC3CCCCC3)CC2)c1
  15.5, 0.8, 13.8, 1.1, 0.8, -2.0, -7.3, 0.6, 1.1, -5.7
C=CCc1ccc(OCc2ccc(C(=O)OC)o2)c(OC)c1
  18.0, 0.9, -1.2, 1.1, 0.8, -4.0, -11.3, 0.9, 0.6, -7.6
CCOC(=O)N1CCN(C(=O)CSc2ccc(-c3ccccc3OC)nn2)CC1
  11.9, 1, 6.5, 1.1, 0.9, -2.2, -13.0, 1.1, 1, -5.8
CC(=O)Nc1nc(-c2cccs2)cs1
  1.0, 1.1, -0.4, 1.1, 1, -5.8, -10.7, 1.1, 0.9, -5.0
Cc1noc(C)c1S(=O)(=O)N1CCCC(C(=O)Nc2ccc(Cl)cn2)C1 (stereo not drawn)
  11.8, 1, 4.9, 1.1, 0.9, 1.0, -14.9, 1, 1.1, -7.4
COc1cccc(/C=N/NC(=O)CNC(=O)c2ccc(S(=O)(=O)N3CCOCC3)cc2)c1OC
  15.2, 0.9, 10.5, 0.9, 0.8, -2.1, -10.0, 0.9, 1, 9.5
CN(Cc1cccc(F)c1)CC(O)COCc1ccccc1Cl (stereo not drawn)
  10.2, 1.1, -0.5, 1, 0.9, 1.7, 0.8, 1.2, 1.1, 0.7
Cc1cc(F)ccc1NC(=O)c1cnccn1
  -5.1, 1.3, 7.0, 1.1, 1.1, -5.3, -7.4, 1.2, 1, -5.1

8 neighbouring records out of the list so far:
Fields: Diaph inh CS, PMI activator, G6PDH CS, TNAP act hiacc, Diaphorase act, HMGR II inh, TNAP inh noacc, PMI act satM6P, FLuc act counter, TNAP inh hi DEA
CCCCOC(=O)/C(=C\c1ccc([N+](=O)[O-])o1)NC(=O)c1ccccc1
  6.2, 1.3, 7.7, 1, 0.9, 2.9, -1.0, 1.2, 1.1, 3.9
COc1ccc(NC(=O)CN(Cc2ccccc2)S(C)(=O)=O)cc1
  6.8, 0.9, 1.1, 1, 0.9, -7.7, -7.7, 1, 1, -0.7
COc1cccc(CC2(CO)CCN(C(=O)NC3CCCCC3)CC2)c1
  15.5, 0.8, 13.8, 1.1, 0.8, -2.0, -7.3, 0.6, 1.1, -5.7
C=CCc1ccc(OCc2ccc(C(=O)OC)o2)c(OC)c1
  18.0, 0.9, -1.2, 1.1, 0.8, -4.0, -11.3, 0.9, 0.6, -7.6
CCOC(=O)N1CCN(C(=O)CSc2ccc(-c3ccccc3OC)nn2)CC1
  11.9, 1, 6.5, 1.1, 0.9, -2.2, -13.0, 1.1, 1, -5.8
CC(=O)Nc1nc(-c2cccs2)cs1
  1.0, 1.1, -0.4, 1.1, 1, -5.8, -10.7, 1.1, 0.9, -5.0
Cc1noc(C)c1S(=O)(=O)N1CCCC(C(=O)Nc2ccc(Cl)cn2)C1 (stereo not drawn)
  11.8, 1, 4.9, 1.1, 0.9, 1.0, -14.9, 1, 1.1, -7.4
COc1cccc(/C=N/NC(=O)CNC(=O)c2ccc(S(=O)(=O)N3CCOCC3)cc2)c1OC
  15.2, 0.9, 10.5, 0.9, 0.8, -2.1, -10.0, 0.9, 1, 9.5
